# CSN deneddyl inh = inhibitors of CSN-mediated cullin deneddylation, primary screen, biochemical, fluorescence polarization, uHTS; COP9 signalosome complex subunit 5 (Homo sapiens), Q92905; Purified CSN, SCF-Nedd8-OG deneddylation; inhibition, % at 12.5 µM; 360,000 tested, 0.38% active;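 active means pattern-corrected inhibition above about 35%, with an unprinted fluorescence ratio check between 0.5 and 1.5, limit read from the data, passing the limit was not always enough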;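 further: 0% = enzyme with substrate and 100% = substrate without enzyme; some results filed as inactive read as strong as hits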
#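 Detection – fluorescence polarization · System – HEK293T-derived human Csn5 enzyme · Controls – substrate-only high control, full reaction low control · Timing – 90 min, room temperature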
# SUMO1 PPI mod = modulators of SUMO1 protein-protein interactions, primary screen, biochemical, uHTS | SUMO1 binding to a labelled peptide, TR-FRET, 1 h | inhibition, % at 20 µM | 360,000 tested, 0.33% active | AID 602429, 2012; in the data active means inhibition above about 37%
# Neddyl block = inhibitors of cullin neddylation, primary screen, biochemical, TR-FRET, uHTS, NAE and Ubc12; 360,000 tested, 0.58% active; calls only at 25 µM; NEDD8-conjugating enzyme Ubc12 (Homo sapiens) + NEDD8-activating enzyme E1 regulatory …; in the data active means inhibition above about 36%
# DNMT1 inh = human DNMT1 methyltransferase inhibitors, primary screen, biochemical, molecular beacon, fluorescence, HinP1I cleavage, uHTS | AID 588458, 2011 | 360,000 tested, 0.83% active | inhibition (reported as % activation of signal), % at 10 µM | DNA (cytosine-5)-methyltransferase 1 (Homo sapiens), P26358; in the data active means inhibition above about 50%
# Target sequence (P26358 504-1616 limits assumed): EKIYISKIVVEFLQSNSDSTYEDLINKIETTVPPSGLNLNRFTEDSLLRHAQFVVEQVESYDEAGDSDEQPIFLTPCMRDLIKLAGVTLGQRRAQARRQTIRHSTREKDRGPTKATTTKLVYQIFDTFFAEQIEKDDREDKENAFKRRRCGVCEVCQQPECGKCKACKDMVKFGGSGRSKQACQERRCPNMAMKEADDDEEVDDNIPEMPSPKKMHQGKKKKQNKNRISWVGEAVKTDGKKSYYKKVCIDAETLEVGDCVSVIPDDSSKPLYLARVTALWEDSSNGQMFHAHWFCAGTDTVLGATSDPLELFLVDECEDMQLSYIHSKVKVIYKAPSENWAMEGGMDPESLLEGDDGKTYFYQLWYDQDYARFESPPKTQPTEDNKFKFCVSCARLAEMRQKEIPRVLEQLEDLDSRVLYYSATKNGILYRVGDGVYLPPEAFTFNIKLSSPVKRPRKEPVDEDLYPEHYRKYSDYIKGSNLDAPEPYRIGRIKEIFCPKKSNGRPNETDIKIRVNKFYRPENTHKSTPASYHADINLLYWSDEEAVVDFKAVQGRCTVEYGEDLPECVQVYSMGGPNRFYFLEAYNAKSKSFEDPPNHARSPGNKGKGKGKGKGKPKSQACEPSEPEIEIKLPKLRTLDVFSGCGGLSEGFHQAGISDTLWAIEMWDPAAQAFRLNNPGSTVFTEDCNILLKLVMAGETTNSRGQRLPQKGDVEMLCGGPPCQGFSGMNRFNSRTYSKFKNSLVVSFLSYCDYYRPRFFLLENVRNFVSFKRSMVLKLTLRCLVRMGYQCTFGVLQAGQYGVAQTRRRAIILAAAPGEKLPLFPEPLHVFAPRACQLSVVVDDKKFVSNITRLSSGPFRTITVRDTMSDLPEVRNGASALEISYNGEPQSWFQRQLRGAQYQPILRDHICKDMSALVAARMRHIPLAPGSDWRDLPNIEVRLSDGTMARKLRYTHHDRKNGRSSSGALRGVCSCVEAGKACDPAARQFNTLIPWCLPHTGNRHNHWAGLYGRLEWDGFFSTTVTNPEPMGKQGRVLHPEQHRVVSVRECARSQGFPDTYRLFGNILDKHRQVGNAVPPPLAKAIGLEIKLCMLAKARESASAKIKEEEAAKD
# LMPTP inh = LMPTP phosphatase inhibitors, primary screen, biochemical, fluorescence intensity, uHTS; Low molecular weight phosphotyrosine protein phosphatase (Homo sapiens), P24666; recombinant LMPTP-A, OMFP fluorogenic substrate; inhibition, % at 20 µM; 360,000 tested, 0.22% active; AID 651560, 2012;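 active means compounds that cut the enzyme signal by at least half of the control window in the single-dose screen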;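 further: plate controls were DMSO wells with enzyme plus substrate for no effect and substrate without enzyme for full effect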
#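 Test system – LMPTP-A enzyme · Amount – LMPTP-A at 0.625 nM final in the reaction · Buffer or medium – Bis-Tris pH 6.0, DTT, detergent · Reagent – OMFP 400 µM · Doses – single 20 µM dose · Schedule – reaction 50 min, room temperature, dark · Detection – fluorescence intensity of OMFP turnover product · Evaluation – percent inhibition versus substrate-only and uninhibited controls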
# Rpn11 block = Rpn11 (PSMD14) deubiquitinase inhibitors, primary screen, biochemical, fluorescence polarization, uHTS. 26S proteasome non-ATPase regulatory subunit 14 (Homo sapiens), O00487. human 26S proteasome, Ub4-pepOG fluorescence polarization; 20S core pre-blocked with epoxomicin. calls only at 20 µM. 360,000 tested, 0.59% active;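 active means inhibition at 20 µM, scaled to each plate's controls, above about 33%, limit read from the data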
# Scp1 inh = Scp-1 phosphatase inhibitors, primary screen, biochemical, colorimetric, uHTS; Carboxy-terminal domain RNA polymerase II polypeptide A small phosphatase 1 (Homo …; Recombinant Scp1, phosphopeptide, malachite green phosphate absorbance; inhibition, % at 20 µM; 340,000 tested, 0.88% active;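 active means inhibition above about 50% at 20 µM, limit read from the data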;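 further: plate controls were DMSO wells with enzyme for no effect and wells lacking enzyme for full effect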
#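 System: truncated SCP-1 phosphatase (76-261aa); medium: Tris acetate buffer pH 5.5 with MgCl2 and Tween-20; incubation: 45 min room-temperature reaction, 5 min colour, 30 min stabiliser; compound: single 20 µM dose, 1% DMSO; reagent: Phosphorylated 17-residue peptide substrate; read-out: % inhibition at 20 µM; technique: colorimetric free-phosphate detection, absorbance 630 nm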
# STEP block = STEP phosphatase inhibitors, primary screen, biochemical, fluorescence intensity, uHTS. Tyrosine-protein phosphatase non-receptor type 5 (Homo sapiens), P54829. recombinant STEP, OMFP fluorogenic substrate. inhibition, % at 20 µM. 360,000 tested, 0.25% active. AID 588621, 2011;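 active means inhibition at 20 µM, scaled per plate between control wells, above about 37%, limit read from the data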;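 further: 0% = DMSO with enzyme and substrate and 100% = substrate only without enzyme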
#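 medium = Bis-Tris buffer pH 6.0, 2.5 mM DTT, 0.005% Tween 20 | test system = STEP (striatal-enriched tyrosine phosphatase) enzyme, cell-free | measure = normalized % inhibition | compound dosing = 20 µM, 1% DMSO | also added = 25 µM OMFP | schedule = reaction 20 min, ambient temperature | measured by = fluorescence read at 480 nm ex / 540 nm em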
# NadD inh = inhibitors of S. aureus NadD, primary screen, biochemical, colorimetric, uHTS; Nicotinate-nucleotide adenylyltransferase NadD (Staphylococcus aureus N315); purified NadD enzyme, colorimetric absorbance read-out; inhibition, % at 20 µM; 360,000 tested, 0.78% active; AID 602399, 2012; in the data active means inhibition above about 26%; further: some compounds past the cut are filed as inactive
# Rin1-Abl PPI inh = inhibitors of Rin1-Abl protein binding, primary screen, biochemical, TR-FRET. AID 588664, 2011. 360,000 tested, 0.4% active. inhibition, % at 7.35 µM; in the data active means inhibition above about 5%, passing the limit was not always enough
# Starred values were filed as active, the others as inactive; i = inactive; / = not tested or not shown.
# Order of values – CSN deneddyl inh | SUMO1 PPI mod | Neddyl block | DNMT1 inh | LMPTP inh | Rpn11 block | Scp1 inh | STEP block | NadD inh | Rin1-Abl PPI inh
1) Cc1cccc(C)c1NC(=O)CNc1ncnc2sc(C)c(C)c12
→ -3.2 | 1.5 | i | -0.1 | -0.8 | i | -3.7 | 0.0 | -3.3 | -0.2
2) CN(CCC#N)CC(=O)Nc1ccc(NC(=O)CN(C)CCC#N)cc1
→ 1.4 | -3.2 | i | 0.1 | -0.5 | i | -6.8 | 0.3 | 0.9 | -3.1
3) COC(=O)C1=CNC=C(C(=O)OC)C1c1ccccc1Cl
→ 2.6 | 4.0 | / | 2.0 | 0.3 | i | -7.4 | -3.6 | 4.3 | 0.2
4) Cc1ccc(C)c(C(=O)CN2Cc3ccccc3C2=O)c1
→ -1.8 | 45.8* | i | 0.4 | -0.2 | i | -8.9 | -0.3 | -9.8 | 1.4
5) CCCCn1c(N)c(N(CCC(C)C)C(=O)c2ccccc2-n2cnnn2)c(=O)[nH]c1=O
→ 0.5 | -4.0 | i | 0.1 | -0.4 | i | -7.6 | -1.2 | -1.9 | 1.3
6) CC(=O)Nc1ccc(NC(=O)C2CCN(C(=O)C3CC(=O)N(c4ccc(C)cc4)C3)CC2)cc1 (stereo not drawn)
→ 6.0 | -1.9 | i | -0.1 | -0.9 | i | -0.8 | 0.7 | -1.7 | -0.3
7) CC(=O)NC(Cc1c[nH]c2ccccc12)C(=O)OCC(=O)N1CCN(S(=O)(=O)c2ccc(Cl)cc2)CC1 (stereo not drawn)
→ -0.9 | 2.1 | i | -0.8 | -1.2 | i | -7.3 | -0.4 | -3.1 | -0.3
8) O=C(CSc1nnc(Cc2ccccc2)c(=O)[nH]1)Nc1ccccc1
→ -0.9 | 4.9 | i | 2.3 | 0.1 | i | 5.0 | -0.4 | 1.5 | -1.4
9) NC(=O)c1cccnc1Oc1ccc(Cl)cc1
→ -6.1 | 9.8 | i | 0.8 | -1.1 | i | 4.0 | -2.4 | -1.1 | -2.3
10) CCOC(=O)C(=O)Nc1ccc([N+](=O)[O-])cc1OC
→ 0.3 | -19.2 | i | -3.1 | -1.2 | i | -9.1 | 0.7 | -6.8 | -1.7

# Records 1–2 of the list above:
# Order of values – CSN deneddyl inh | SUMO1 PPI mod | Neddyl block | DNMT1 inh | LMPTP inh | Rpn11 block | Scp1 inh | STEP block | NadD inh | Rin1-Abl PPI inh
1) Cc1cccc(C)c1NC(=O)CNc1ncnc2sc(C)c(C)c12
→ -3.2 | 1.5 | i | -0.1 | -0.8 | i | -3.7 | 0.0 | -3.3 | -0.2
2) CN(CCC#N)CC(=O)Nc1ccc(NC(=O)CN(C)CCC#N)cc1
→ 1.4 | -3.2 | i | 0.1 | -0.5 | i | -6.8 | 0.3 | 0.9 | -3.1

# Remaining list, next part
# Order of values – CSN deneddyl inh | SUMO1 PPI mod | Neddyl block | DNMT1 inh | LMPTP inh | Rpn11 block | Scp1 inh | STEP block | NadD inh | Rin1-Abl PPI inh
11) CCOc1ccc(/C(O)=C2/C(=O)C(=O)N(c3cc(C)on3)C2c2ccc(C(=O)OC)cc2)cc1 (stereo not drawn)
→ -1.1 | -16.3 | i | 3.4 | 1.8 | i | -5.2 | 5.3 | 16.7 | -1.2
12) CCOC(=O)N1CCC(c2cc(=O)n3[nH]c(C)c(-c4ccc(F)cc4)c3n2)CC1
→ 0.9 | 5.0 | / | -2.5 | -1.2 | i | 3.5 | 1.1 | 13.1 | 0.8
13) Cn1c(SCC(=O)NCc2ccco2)nnc1-c1ccc(S(=O)(=O)N2CCOCC2)cc1
→ -0.3 | 4.6 | i | 12.9 | 0.1 | i | 64.7* | 2.5 | -4.8 | 1.7
14) CN(C(=O)CSc1nc2ccccc2o1)C1CCCCC1
→ -0.2 | 0.0 | i | 0.3 | -1.4 | i | -4.8 | 0.1 | -1.9 | -1.4
15) COc1cc(C2NC(=O)CCC2[N+](=O)[O-])cc(OC)c1OC (stereo not drawn)
→ 4.7 | -0.3 | i | -0.9 | -1.8 | i | -10.0 | 0.3 | -1.7 | -1.6
16) CC(=O)C1C(c2ccc(Br)cc2)C2C(C)=NN=C2CC1(C)O (stereo not drawn)
→ -0.1 | 1.7 | i | -3.0 | -1.3 | i | -3.9 | 1.3 | 3.7 | -6.8
17) CC(=O)Nc1ccc(S(=O)(=O)N2CCN(C)CC2)cc1
→ 2.5 | 1.6 | i | -1.9 | -0.9 | i | 4.4 | 0.2 | 2.7 | -1.8
18) NC(=O)[C@@H]1CCCNc2c(F)cc([N+](=O)[O-])cc2C(=O)N[C@@H](CO)C(=O)NCC(=O)N1
→ -0.4 | -13.8 | i | 4.7 | -0.2 | i | 7.1 | -0.6 | -0.3 | -1.7
19) COc1cc(CCC(=O)Nc2ccc(Br)c(C(F)(F)F)c2)cc(OC)c1OC
→ -4.8 | -1.1 | i | 3.2 | 2.0 | i | -12.6 | -2.7 | -6.3 | -3.3
20) Cc1ccc(CCNC(=O)C2CCC(=O)N2C2CCCC2)cc1 (stereo not drawn)
→ -1.9 | -0.8 | i | 2.0 | -0.7 | i | -10.8 | 7.6 | -3.7 | 2.2

# As entered above:
# Result for cpd 16 under Scp1 inh: -3.9
# Result for cpd 20 under STEP block: 7.6

# Next part.
# Order of values – CSN deneddyl inh | SUMO1 PPI mod | Neddyl block | DNMT1 inh | LMPTP inh | Rpn11 block | Scp1 inh | STEP block | NadD inh | Rin1-Abl PPI inh
21) COc1cc(NS(=O)(=O)c2ccc3c(c2)NC(=O)CO3)cc(OC)c1
→ 2.7 | -0.3 | i | 0.8 | -1.2 | i | -3.5 | -1.4 | -1.9 | -0.3
22) N#Cc1c(-c2ccccc2)cc(-c2cccs2)nc1SCC(=O)O
→ 6.6 | -7.4 | i | -0.4 | 0.4 | i | 3.6 | 5.0 | -0.7 | 4.5
23) Cc1ccc(S(=O)(=O)N(Cc2nccn2C)C(C)C)cc1
→ -0.4 | -0.8 | i | 0.0 | -1.0 | i | -2.5 | -6.9 | 4.5 | 0.5
24) N=c1n(CC(=O)c2cccs2)c2ccccc2n1Cc1ccccc1
→ -1.4 | -2.9 | i | -0.3 | -0.7 | i | 5.0 | -1.6 | -2.8 | -2.3

# Single records (already shown).
# COc1cc(CCC(=O)Nc2ccc(Br)c(C(F)(F)F)c2)cc(OC)c1OC in the list: CSN deneddyl inh: -4.8; SUMO1 PPI mod: -1.1; Neddyl block: i; DNMT1 inh: 3.2; LMPTP inh: 2.0; Rpn11 block: i; Scp1 inh: -12.6; STEP block: -2.7; NadD inh: -6.3; Rin1-Abl PPI inh: -3.3
# NC(=O)[C@@H]1CCCNc2c(F)cc([N+](=O)[O-])cc2C(=O)N[C@@H](CO)C(=O)NCC(=O)N1 in the list: CSN deneddyl inh: -0.4; SUMO1 PPI mod: -13.8; Neddyl block: i; DNMT1 inh: 4.7; LMPTP inh: -0.2; Rpn11 block: i; Scp1 inh: 7.1; STEP block: -0.6; NadD inh: -0.3; Rin1-Abl PPI inh: -1.7

# A draw from above in order of molar mass, rising.
# Order of values – CSN deneddyl inh | SUMO1 PPI mod | Neddyl block | DNMT1 inh | LMPTP inh | Rpn11 block | Scp1 inh | STEP block | NadD inh | Rin1-Abl PPI inh
23) Cc1ccc(S(=O)(=O)N(Cc2nccn2C)C(C)C)cc1
→ -0.4 | -0.8 | i | 0.0 | -1.0 | i | -2.5 | -6.9 | 4.5 | 0.5
24) N=c1n(CC(=O)c2cccs2)c2ccccc2n1Cc1ccccc1
→ -1.4 | -2.9 | i | -0.3 | -0.7 | i | 5.0 | -1.6 | -2.8 | -2.3
21) COc1cc(NS(=O)(=O)c2ccc3c(c2)NC(=O)CO3)cc(OC)c1
→ 2.7 | -0.3 | i | 0.8 | -1.2 | i | -3.5 | -1.4 | -1.9 | -0.3

# Screening results as filed in PubChem.

# The order is random, and some 3.8% of all compounds hit somewhere here.
